Screening data as filed in PubChem.
NPC1 promoter act – activates the NPC1 promoter | 320,000 compounds, 2.4% hits | Potency, µM (highest dose often 9.22 µM), inactives show at the highest dose activation, usual class: activators | Huh7 NPC1 promoter luciferase reporter, 24 h;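 further: potency means the concentration at half of the fitted maximal effect; % of control where 0% means no effect; nearly all actives have a fitted effect of over 60% in size; reporter is driven by a mutant NPC1 promoter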
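Stable NPC1-promoter luciferase Huh7 line; cpd (DMSO) 24 h, 37 °C, 5% CO2; Amplite luciferase reagent 10 min RT; luminescence readout. qHTS format.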
Gal4-VP16 FLuc – counter-screen for ROR gamma inhibitors: Gal4-VP16 reporter | Potency, µM (series often up to 53.6 µM), inactives show at the highest dose activity, negative = inhibition, actives largely listed as inhibitors | 310,000 compounds, 3.5% hits | Drosophila S2 Gal4-VP16 UAS-luciferase, luminescence, 20 h;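 further: Gal4-VP16 expression switched on by copper sulfate through the metallothionein promoter; potency means the concentration at half of the fitted maximal effect; on the % scale 0 is the no-effect control and ±100 the full control effect; nearly all actives have a fitted effect of over 50% in size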
RORgamma inh – ROR gamma (mouse) transcription inhibition; P51450; Drosophila S2 Gal4-RORgamma UAS-luciferase reporter, 20 h; Potency, µM (series often up to 53.6 µM), for the others: at the top dose activity change, negative = inhibition, hits mostly inhibitors; 310,000 compounds, 5.4% hits; AID 2551; further: potency means the concentration at half of the fitted maximal effect; on the % scale 0 is the no-effect control and ±100 the full control effect; nearly all actives have a fitted effect of over 60% in size
Target sequence (P51450 whole entry, looked up, the tested form may be a part): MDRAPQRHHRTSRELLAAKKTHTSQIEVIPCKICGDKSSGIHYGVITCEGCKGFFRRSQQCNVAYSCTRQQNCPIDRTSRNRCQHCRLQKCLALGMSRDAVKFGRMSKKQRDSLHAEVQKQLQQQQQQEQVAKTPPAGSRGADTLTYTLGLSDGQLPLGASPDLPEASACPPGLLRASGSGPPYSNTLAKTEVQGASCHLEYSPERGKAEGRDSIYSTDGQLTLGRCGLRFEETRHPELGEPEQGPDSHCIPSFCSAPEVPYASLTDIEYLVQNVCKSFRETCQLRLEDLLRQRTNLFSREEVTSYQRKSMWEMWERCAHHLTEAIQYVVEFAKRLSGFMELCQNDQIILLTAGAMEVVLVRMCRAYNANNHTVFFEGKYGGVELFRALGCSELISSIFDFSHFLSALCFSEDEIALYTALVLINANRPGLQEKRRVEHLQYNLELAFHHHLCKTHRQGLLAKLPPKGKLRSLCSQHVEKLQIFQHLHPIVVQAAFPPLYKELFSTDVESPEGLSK
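ROR gamma transcriptional activity was tracked as Gal4-UAS luciferase output in stably transfected Drosophila Schneider cells, with compound added 1 hr before 700 uM copper sulfate induction and a 20 hr ambient-temperature incubation.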
BRCA1 expr act – increases BRCA1 expression | MCF7-BRCA1-FFLuc reporter, luminescence, 48 h; response scale: scaled: vehicle 0%, 10 µM genistein 100% | Potency, µM (series often up to 46.1 µM), for the others: top-dose activation, hits mostly activators | 380,000 compounds, 1.1% hits; further: potency means the concentration at half of the fitted maximal effect; nearly all actives have a fitted effect of over 80% in size; some results filed as inactive show a strong effect at the top dose
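Quantitative HTS in MCF7 cells stably reporting BRCA1 expression via firefly luciferase. Compound treatment lasts 48 h at 37 °C in phenol-red free MEM. Activation is expressed relative to genistein at 10 microM and DMSO.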
ELG1 genotoxic – genotoxicity induction in ELG1-luciferase HEK293T cells. HEK293T ELG1-luciferase reporter, luminescence, 16 h. Potency, µM (titrated, usually from 46 µM), inactives show at the highest dose activity change, positive = activation, actives largely listed as activators. 330,000 compounds, 1.3% hits. AID 504466; further: potency means the concentration at half of the fitted maximal effect; % of control where 0% means no effect; nearly all actives have a fitted effect of over 60% in size
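Step 1: seed 2,000 HEK293T ELG1-luciferase cells per well. Step 2: add compound or DMSO, incubate 16 hr at 37 °C. Step 3: ONE-Glo, 30 min at room temperature, read luminescence.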
Rab9 prom act – Rab9 promoter activation | Huh7 Rab9 promoter-luciferase reporter, luminescence, 24 h | Potency, µM (highest dose often 9.22 µM), inactives show top-dose activation, negative = inhibition, most hits filed as activators | 320,000 compounds, 2.8% hits | AID 485297; further: potency means the concentration at half of the fitted maximal effect; % of control where 0% means no effect; nearly all actives have a fitted effect of over 60% in size
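Measured in stably transfected Huh7 cells bearing a Rab9 promoter–luciferase construct: 24 h compound treatment at 37 °C, followed by luminescence detection.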
TRPV1 agonist – agonists of human vanilloid receptor 1 (TRPV1). 320,000 compounds, 0.19% hits. activation, % at 8.33 µM. TRPV1-expressing cells, Fluo-8 calcium influx, agonist mode. AID 540275; in the data active means activation above about 80%; inconclusive means between about 30% and that limit; further: 0% is about no effect
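Cells expressing TRPV1 were dye-loaded with Fluo-8 and read kinetically: 10 s baseline, 3 min after compound (agonist portion), then 2 min after EC20 capsaicin (allosteric enhancer portion). Calcium-bound dye fluorescence at 480/520 nm.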
Tb PFK block – T. brucei PFK enzyme inhibition | O15648 | Potency, µM (titrated, usually from 57.5 µM), for the others: at the highest dose activity, negative = inhibition, most hits filed as inhibitors | T. brucei PFK, ADP-Glo luminescence | 330,000 compounds, 0.17% hits;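 further: potency means the concentration at half of the fitted maximal effect; 0% = uninhibited 1x PFK enzyme wells and -100% = no-enzyme wells; nearly all actives have a fitted effect of over 60% in size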
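Activity is normalized to no-enzyme wells (full inhibition) and 1.25 nM enzyme wells (no inhibition). Reaction: 0.5 mM F6P, 0.1 mM ATP, 45 min RT, ADP-Glo luminescence; concentration-response curves fitted and classed by quality.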
p53 reactivator – restores transcriptional activity of mutant p53. 320,000 compounds, 0.063% hits. Potency, µM (titrated, usually from 92.2 µM), for the others: at the top dose activity change, positive = activation, hits mostly activators. H1299 p53-A138V BP100-luciferase reporter, luminescence, 24 h; further: potency means the concentration at half of the fitted maximal effect; % of control where 0% means no effect; nearly all actives have a fitted effect of over 45% in size
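H1299 (p53-null), stable ts p53-A138V + BP100-Luc; 1000 cells/well, Opti-MEM/10% FBS; cpd 4 pt, 1:5; 24 h, 37 deg C, 5% CO2; detection reagent 10 min RT; luminescence.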
FLuc modulator – firefly luciferase modulation, counter-screen for miR-21 project; purified FLuc, Km substrates, luminescence inhibition; Potency, µM (titrated, usually from 57.5 µM), inactives show top-dose activity change, negative = inhibition, usual class: inhibitors; 360,000 compounds, 6.9% hits;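 further: potency means the concentration at half of the fitted maximal effect; plate controls were vehicle for no effect and reference inhibitor for full effect; nearly all actives have a fitted effect of over 55% in size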
Target sequence (P08659 whole entry, looked up): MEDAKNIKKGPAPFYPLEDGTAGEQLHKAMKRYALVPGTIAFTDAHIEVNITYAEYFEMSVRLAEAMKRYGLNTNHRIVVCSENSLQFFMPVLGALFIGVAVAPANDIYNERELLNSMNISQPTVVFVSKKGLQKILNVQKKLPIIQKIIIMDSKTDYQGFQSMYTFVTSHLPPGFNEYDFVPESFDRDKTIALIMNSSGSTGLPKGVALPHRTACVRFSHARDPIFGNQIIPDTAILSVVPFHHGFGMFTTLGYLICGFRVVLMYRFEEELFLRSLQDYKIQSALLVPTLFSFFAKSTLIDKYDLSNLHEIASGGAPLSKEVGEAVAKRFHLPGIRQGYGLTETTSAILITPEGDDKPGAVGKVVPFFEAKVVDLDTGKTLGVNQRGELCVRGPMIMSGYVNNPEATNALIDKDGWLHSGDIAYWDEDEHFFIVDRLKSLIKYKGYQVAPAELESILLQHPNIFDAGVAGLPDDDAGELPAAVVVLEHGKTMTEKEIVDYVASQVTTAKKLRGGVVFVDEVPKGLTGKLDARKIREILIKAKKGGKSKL
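Purified P. pyralis luciferase, 10 nM final, with Km-level 10 uM D-luciferin and 10 uM ATP in 50 mM Tris acetate pH 7.5, 10 mM Mg acetate, 0.01% Tween-20, 0.05% BSA; 6-point qHTS titration about 60 µM downward; luminescence read.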
ELG1 repair inh – blocks ELG1-dependent DNA repair in HEK293T cells | HEK293T ELG1-luciferase reporter, luminescence, 16 h; DNA damage induced by 5-fluorouridine | Potency, µM (series often up to 46.1 µM), inactives show at the top dose activity change, negative = inhibition, actives largely listed as inhibitors | 330,000 compounds, 2.3% hits | AID 504467; further: potency means the concentration at half of the fitted maximal effect; on the % scale 0 is the no-effect control and ±100 the full control effect; nearly all actives have a fitted effect of over 55% in size
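5-Fluorouridine DNA damage + compound/DMSO, 2,000 cells/well, 16 h, 37 °C/5% CO2. ONE-Glo, 30 min RT, luminescence. Readout = decrease in reporter signal.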
Active calls of the source: *; ? = inconclusive; / = no result given; & = joins results of further samples; [ ] = remark or other dose. Unless noted, the call rests on the fitted dose curve; in most records, active means well fitted curve in the direction sought with a large enough effect; inconclusive means small, poorly fitted or top-dose-only effect, or another doubt; inactive means no such curve, though single readings can be large; an effect the other way counts as inactive or inconclusive. The order is random; about 15% have a hit in one of these screens.

SMILES	NPC1 promoter act	Gal4-VP16 FLuc	RORgamma inh	BRCA1 expr act	ELG1 genotoxic	Rab9 prom act	TRPV1 agonist	Tb PFK block	p53 reactivator	FLuc modulator	ELG1 repair inh
O=c1c(Cl)c(Cl)cnn1Cc1ccc(F)cc1	-24%	?	?	-97%[inhibitor]	-22%	-42%[inhibitor]	17	4%	-11%	3%	?
O=C(Nc1ccc(Cc2ccncc2)cc1)c1cc([N+](=O)[O-])ccc1N1CCOCC1	1%	-11%	-6%	-16%	-2%	1%	?	2%	-3%	0%	-11%
Cc1cccc(NC(=O)c2nc[nH]c2C(=O)NCCCNC(=O)c2[nH]cnc2C(=O)Nc2cccc(C)c2)c1	/	/	/	-6%	-13%	/	/	-2%	-1%	/	9.2µM*
COc1cccc(C(=O)Nc2nc3c(s2)CN(C)CC3)c1	?	13µM*	15%	14µM*	18%	?	-2	-1%	3%	19µM*	?
Cc1cc(OCCCCN2C(=O)NC(C)(C)C2=O)cc(C)c1Cl	1%	11%	-9%	-1%[1.84 µM]	-2%	0%	?	2%	-2%	2%	4%
Cc1ccc(S(=O)(=O)NC(CC(C)C)C(=O)NCCCn2nc(C)cc2C)cc1 (stereo not given)	1%	/	/	-24%	-1%	-6%	-1	0%	-2%	-2%	3%
CCOC(=O)Nc1ccc2c(c1)nc1n2CCN(CCOC)C1	10%	3%	40%	15%	10%	19%	-1	-15%	11%	?	?
Cc1ccccc1-n1nc2c(c1NC(=O)c1c(-c3ccccc3Cl)noc1C)CSC2	1%	-4%	8%	-20%	1%	-3%	-2	2%[0.46 µM]	0%	6%	?
O=C1/C(=C/c2ccc(F)cc2)SC(=S)N1CC(=O)N1CCCCC1c1cccnc1 (stereo not given)	-5%	4%	2%	25%	-18%	-9%	1	2%	-25%	-17%	?
CC(C)Cn1c(/C=N/Nc2nc3ccccc3[nH]2)nc2ccccc21	-21%	1.1µM*	1.8µM*	-88%	?	-32%[inhibitor]	-2	5%	?	?	17%
Cc1sc2nc3c(SC(C)C(=O)O)cc(C(=O)c4ccccc4O)cn3c(=O)c2c1C (stereo not given)	-5%	-13%	-12%	5%	5%	-11%	-2	2%	10%	21µM*	10%
CC(C(=O)N(C)c1ccccc1)N1CCN(C(=O)c2ccccc2)CC1 (stereo not given)	-3%	1%	-1%	-1%	0%	-6%	-1	-13%	-3%	1%	-2%

3 compounds out of the list above, sorted by the value under NPC1 promoter act, high to low:
| Compound | NPC1 promoter act |
| --- | --- |
| CCOC(=O)Nc1ccc2c(c1)nc1n2CCN(CCOC)C1 | 10% |
| Cc1ccccc1-n1nc2c(c1NC(=O)c1c(-c3ccccc3Cl)noc1C)CSC2 | 1% |
| CC(C(=O)N(C)c1ccccc1)N1CCN(C(=O)c2ccccc2)CC1 (stereo not given) | -3% |

Records listed so far shown as hits in BRCA1 expr act:
Compound,NPC1 promoter act,RORgamma inh,BRCA1 expr act,Rab9 prom act,TRPV1 agonist,p53 reactivator
COc1cccc(C(=O)Nc2nc3c(s2)CN(C)CC3)c1,?,15%,14µM*,?,-2,3%

Remaining list, next part
SMILES	NPC1 promoter act	Gal4-VP16 FLuc	RORgamma inh	BRCA1 expr act	ELG1 genotoxic	Rab9 prom act	TRPV1 agonist	Tb PFK block	p53 reactivator	FLuc modulator	ELG1 repair inh
O=C(Cn1nnc2ccccc21)NC1CCCCC1	3%	-1%	13%	0%	7%	21%	1	1%	8%	3%	22%
COc1ccc(NS(=O)(=O)c2cccc(C(=O)N/N=C/c3ccccc3OC)c2)cc1	-6%	/	/	3%	0%	0%	0	-1%	8%	-2%	-17%
CCOC(=O)N1CCN(Cc2nc3ccc([N+](=O)[O-])cc3c(=O)n2-c2ccccc2F)CC1	-8%	-22%	5%	-44%	-1%	-8%	10	1%	7%	0%	?
COc1ccc(C(CNC(=O)COc2ccc(C)c(C)c2)N2CCCCC2)cc1 (stereo not given)	0%	-5%	-13%	-15%	0%	-1%	27	1%	-7%	6%&-2%	-1%
O=C1COc2ccc(C(=O)NC3CC3)cc2N1	0%	-6%[10 µM]	17%	-5%	-8%	-8%	-2	-4%	1%	0%	-18%
O=C(NC1CC1)C1CCCN1S(=O)(=O)c1ccc2ccccc2c1 (stereo not given)	-4%	10%	11%	-69%	-1%	-6%	-5	-29%	-10%	0%	-14%
Cc1ccc2c(c1)N(CC(=O)N1CCCCCC1)C(=O)C(C)O2 (stereo not given)	-1%	-22%	-20%	15%	3%	-2%	-10	2%	-7%	4%	18%
O=C(NCCC1CCCCN1S(=O)(=O)c1ccc(Cl)cc1)C(=O)NCCN1CCOCC1 (stereo not given)	-2%	/	/	0%	-2%	-1%	-1	-2%	7%	3%	12%
C=CCNC(=O)Nc1cc(Cl)ccc1OC	-8%	-1%	-8%	4%	1%	-1%	-3	-15%	-2%	2%	-14%
C/C(=N\NC(=O)CN1CCN(S(=O)(=O)c2ccc(C)cc2)CC1)c1cccnc1	0%	0%	0%	13%	1%	-3%	-1	4%	-12%	2%	4%
Cc1ccc2cc(C#N)c(SCC(=O)N3CCCC3)nc2c1	18%	2%	-17%	?	4%	24%	6	-1%	3%	-1%	5%
COc1ccc(CSc2nnnn2-c2ccc(C(=O)O)cc2)cc1	-4%	-3%	15%	-13%	-1%	-1%	2	2%	0%	0%	-2%
O=C(CCc1c[nH]c2ccccc12)N1CCN(S(=O)(=O)c2ccc(F)cc2)CC1	-5%	/	/	0%	-2%	-1%	6	1%	17%	0%	-3%
CC(NC(=O)c1ccc(Br)cc1Br)c1ccccc1 (stereo not given)	0%	-10%	-14%	26%	-2%	0%	1	0%	-3%	-8%	12%
CCN(CC)S(=O)(=O)c1ccc2nc(COC(=O)c3n[nH]c4ccccc34)[nH]c2c1	4%	-19%	?	8%	?	1%	0	6%	4%	-12%[2.3 µM]	-5%
Cc1cc2oc(C(=O)Nc3nonc3C)c(C)c2cc1Cl	?	-26%	5%	-17%	?	3.5µM*	8	2%	?	-6%	?
CCOc1ccc(S(=O)(=O)N(C)c2ccc(OCC(=O)NCc3cccnc3)cc2)cc1	0%	-13%	3%	0%	-9%	1%	17	-3%	-4%	-2%	-30%
O=C(COc1ccc(-c2ccccc2)cc1)N1CCN(C(=O)c2cccnc2)CC1	1%	-13%	41%	16%	0%	-2%	1	1%	-3%	?	-16%
O=S(=O)(N1CCCCC1)N1CCCN(S(=O)(=O)N2CCCCC2)CC1	-1%	3%	-15%	-1%	-2%	0%	9	-1%	-7%	3%	-6%
O=C(O)CCC(=O)N1CCc2cc(S(=O)(=O)NC3CCCc4ccccc43)ccc21 (stereo not given)	0%	-1%	1%	2%	-3%	9%	-3	-7%	-1%	-10%	0%
CS(=O)(=O)c1cccc(C(=O)Oc2ccccc2)c1	-2%	12%	5%	2%	15%	6%	10	3%	2%	2%	14%
O=C(Nc1cccc(Cl)c1)N1CCc2ccccc2C1	2.8µM*	7%	32%	?	?	3.2µM*	?	1%	/	9.5µM*	?
O=C(CSc1nnc(C23CC4CC(CC(C4)C2)C3)o1)Nc1ccc(N2CCOCC2)c(Cl)c1	-2%	0%	2%	-54%	1%	-2%	16	0%	-1%	-4%	-7%
Cc1ccn2c(CNCCn3nc(C)cc3C)c(C(=O)N3CCCCCC3)nc2c1	-5%	3%	-5%	0%	1%	-7%	1	-5%	6%	5%	5%
COc1cccc(CNC(=O)COC(=O)c2cc([N+](=O)[O-])ccc2N2CCCC2)c1	-1%	/	/	-27%	-6%	-6%	8	0%	-2%	7%	?
Cc1cccc(N2CCN(C(=O)CCn3c(=S)[nH]c4cc5c(cc4c3=O)OCO5)CC2C)c1 (stereo not given)	-2%	6%	11%	0%	-22%	-1%	1	7%	13%	-1%	10µM*
O=C(COc1ccccc1F)NNC(=O)Cc1ccc(S(=O)(=O)N2CCOCC2)s1	1%	/	/	0%	-1%	-6%	-4	-1%	-5%	1%	14%
CC(=O)Nc1ccc(C(=O)NC(C)c2ccc(-n3ccnc3)cc2)cc1 (stereo not given)	-1%	-8%	-2%	-16%	7%	1%	-5	17%	-1%	-3%	3%
O=C(NCc1cccc(C(F)(F)F)c1)c1cc(Cl)cc(Cl)c1	-3%	-15%	2%	-26%	-2%	0%	17	5%	4%	5%	3%
Cc1cccc(C(=O)NCCC(=O)Nc2nc(C)c(Cc3ccc4c(c3)OCO4)s2)c1	1%	0%	6%[10 µM]	-23%	3%	2%	0	1%	7%	-15%	?
COc1ccc(S(=O)(=O)N2CCCCC2)cc1NC(=O)c1ccc2c(c1)OCO2	-2%	2%	42%	-10%	0%	-4%	16	-3%	4%	0%	-4%
CCc1nc(SCC(N)=O)c2c(=O)n(C)c(=O)n(C)c2n1	1%	4%	-14%	-6%	-5%	0%	1	0%	4%	0%	-2%
